From PubChem
CXCR6 inh: inhibitors of human CXCR6 receptor | O00574 | AID 602244 | CHO-K1 PathHunter CXCR6 beta-arrestin, luminescence | inhibition, % at 20 µM | 360,000 compounds, 0.36% hits; in the data active means inhibition above about 34%, passing the limit was not always enough;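 further: antagonist mode with CXCL16 agonist at 10 nM final; 0% = 10 nM CXCL16 with DMSO and 100% = unstimulated wells without agonist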
Target sequence (O00574 whole entry, looked up): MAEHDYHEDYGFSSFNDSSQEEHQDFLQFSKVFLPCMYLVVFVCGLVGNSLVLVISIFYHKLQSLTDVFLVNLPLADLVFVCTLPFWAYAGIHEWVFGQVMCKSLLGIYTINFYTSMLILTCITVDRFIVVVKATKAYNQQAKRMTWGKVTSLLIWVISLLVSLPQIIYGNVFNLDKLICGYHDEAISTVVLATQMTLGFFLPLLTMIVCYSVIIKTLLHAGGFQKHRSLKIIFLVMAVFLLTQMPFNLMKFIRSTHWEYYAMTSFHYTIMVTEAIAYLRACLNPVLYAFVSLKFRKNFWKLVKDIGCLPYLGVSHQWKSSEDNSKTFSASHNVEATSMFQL
Gli-Sufu antag: blocks Gli-Sufu signaling in a luciferase reporter; inhibition, % at 5 µM; 340,000 compounds, 0.74% hits; Sufu-KO-LIGHT fibroblasts, Gli luciferase reporter luminescence;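 active means inhibition above about 55%, limit read from the data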;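 further: 0% = DMSO-treated cells and 100% = wells with medium but no cells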
A3G deaminase: inhibitors of human APOBEC3G DNA deaminase. recombinant A3G, ssDNA deamination FAM/TAMRA fluorescence. Q9HC16. 330,000 compounds, 0.28% hits. inhibition, % at 20 µM;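 active means inhibition of at least 40% at 20 µM, with no more than 30% in the related APOBEC3A deaminase screen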;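 further: plate controls were DMSO wells with A3G for no effect and wells lacking A3G enzyme for full effect; some compounds called inactive have numbers as strong as hits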
CCR6 antagonist: CCR6 (human) receptor antagonism | inhibition, % at 20 µM | AID 493098 | P51684 | 340,000 compounds, 0.49% hits | CHO-K1 CCR6 PathHunter beta-arrestin, luminescence, CCL20-stimulated;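 active means compounds whose inhibition of the agonist-driven luminescence signal at 20 µM reaches about 50%, limit read from the data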;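 further: cells stimulated with CCL20 at 14 nM final; plate controls were DMSO with CCL20 for no effect and DMSO without agonist for full effect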
APOBEC3A inh: human APOBEC3A DNA deaminase inhibition; inhibition, % at 20 µM; 330,000 compounds, 0.41% hits; recombinant A3A, FAM/TAMRA ssDNA deamination fluorescence; P31941;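 active means at least 40% inhibition at 20 µM here, with at most 30% in a related deaminase screen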;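 further: plate controls were A3A with DMSO for no effect and wells lacking A3A enzyme for full effect; some results filed as inactive read as strong as hits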
Target sequence (P31941 whole entry, looked up): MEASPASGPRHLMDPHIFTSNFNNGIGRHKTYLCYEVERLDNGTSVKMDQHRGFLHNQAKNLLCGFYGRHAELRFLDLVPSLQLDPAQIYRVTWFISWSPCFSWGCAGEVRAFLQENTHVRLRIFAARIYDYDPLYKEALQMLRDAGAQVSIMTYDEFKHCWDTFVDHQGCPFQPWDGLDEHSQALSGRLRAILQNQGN
MPTP block: permeability transition pore inhibition. isolated mouse mitochondria, Ca2+ swelling absorbance, 30 min. inhibition, % at 10 µM. 360,000 compounds, 1.4% hits;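 active means inhibition of 50% or more, scaled per plate between neutral and stimulator controls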;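 further: 0% = DMSO wells given calcium and 100% = 1 mM EGTA wells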
EBI2 block: blocks human EBI2 receptor beta-arrestin signaling | EBI2 beta-arrestin recruitment, luminescence, 7a,25-OHC stimulated | inhibition, % at 5 µM | 360,000 compounds, 0.81% hits; in the data active means inhibition above about 38%;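 further: enzyme fragment complementation signal reports receptor beta-arrestin coupling in cells; 0% = agonist plus DMSO wells and 100% = wells without agonist; some results beyond the cut were filed as inactive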
Target sequence (P32249 whole entry, looked up, the tested form may be a part): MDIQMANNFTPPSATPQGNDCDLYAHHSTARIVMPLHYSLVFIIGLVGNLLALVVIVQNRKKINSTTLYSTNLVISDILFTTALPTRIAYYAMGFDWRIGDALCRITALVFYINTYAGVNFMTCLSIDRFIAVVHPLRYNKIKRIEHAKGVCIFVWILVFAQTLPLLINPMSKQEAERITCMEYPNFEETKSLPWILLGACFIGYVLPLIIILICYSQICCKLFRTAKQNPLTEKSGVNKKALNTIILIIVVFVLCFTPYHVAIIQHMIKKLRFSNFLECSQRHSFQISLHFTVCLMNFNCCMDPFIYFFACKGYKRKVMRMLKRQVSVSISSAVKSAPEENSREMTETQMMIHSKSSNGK
GRIN3A LBD mod: modulates the human NR3A ligand-binding domain; Tm shift relative to glycine control, % at 25 µM; AID 1259313; 340,000 compounds, 2.5% hits; NR3A LBD differential scanning fluorimetry, Tm shift; 0% = protein alone, 100% = glycine-bound protein;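 active means melting temperature shift of at least 10% of the positive control shift, at one fixed dose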
Starred values were filed as active, the others as inactive; . = no result given.

Each structure is followed by: CXCR6 inh	Gli-Sufu antag	A3G deaminase	CCR6 antagonist	APOBEC3A inh	MPTP block	EBI2 block	GRIN3A LBD mod
O=C(O)C1CCCCC1C(=O)Nc1ccc2c(c1)OCCO2 (centres undefined)
→ -2	-2	1	-4	-2	1.0	-12	-1
O=[n+]1cc(-c2ccc(Cl)cc2)n([O-])c2c1CCCCC2
→ -2	-11	-8	-12	-1	1.0	-10	-1
COc1cc2c(cc1OC)CN(C(=O)/C=C/c1ccc([N+](=O)[O-])cc1)CC2
→ 1	5	-7	1	5	-0.2	12	0
COC(=O)c1ccccc1Oc1ccc(NC(=O)C(C)(C)CCl)cc1
→ 5	-6	-3	-4	3	0.4	-6	0
COc1ccc(-c2c3c(nc4sc(C(=O)Nc5ccccc5)c(N)c24)CCC3)cc1
→ 21	-26	1	10	0	2.7	34	0
O=C(Nc1ccccc1Cl)NC1(C(=O)NCc2ccncc2)CCCCC1
→ -1	-6	3	16	4	-2.0	-12	-3
CCOC(=O)C(=CNc1ccc(O)c(C(=O)OC)c1)C(=O)OCC
→ -4	-12	-2	-10	5	-2.2	-16	1
COc1ccc(OCC(=O)Nc2ccc(S(=O)(=O)N3CCCC3)cc2)cc1
→ 0	3	-11	1	-5	-0.8	-7	1
CSc1ccccc1NC(=O)c1cccnc1
→ 4	5	-3	3	-3	-0.7	2	0
Cc1noc(C)c1COc1cccc(C(=O)OCC(=O)NC(=O)c2ccc(OC(F)F)cc2)c1
→ 0	0	-5	23	1	-2.2	-6	0
COc1ccc(C)cc1S(=O)(=O)N(CC(=O)Nc1cccc([N+](=O)[O-])c1)c1ccc(C)cc1
→ 6	13	-1	6	-3	0.7	26	17*
CCOc1ccccc1Oc1c(C)oc2c(CN3CCN(CCO)CC3)c(O)ccc2c1=O
→ -4	-4	-1	-7	0	5.3	4	0
O=C(CCC(=O)N1CCOc2ccccc21)Nc1ccccc1Cl
→ -10	5	-8	12	-4	-1.9	-1	-2
CC(Oc1ccc2ccc(=O)oc2c1)C(=O)N1CCOCC1 (centres undefined)
→ -13	18	17	8	4	-1.6	-7	-1
NCCCCC(=O)O
→ -2	4	2	7	3	-2.8	-6	4
O=C(Nc1ccccc1N1CCOCC1)c1ccc(F)c(S(=O)(=O)N2CCOCC2)c1
→ 5	9	-2	7	-7	-0.5	0	2
C=CCn1c(Cc2ccc(OCC)cc2)nnc1SCC(N)=O
→ -11	2	0	3	2	0.0	-7	-1
CSc1c(CC(=O)Nc2ccccc2)n(Cc2ccccc2)c2ccccc12
→ 4	12	-3	4	2	30	18	-7
CSCCC(NC(=O)COc1ccccc1)C(=O)N(C)Cc1ccc(SC)cc1 (centres undefined)
→ 0	-1	-7	13	-4	-1.4	4	-1
Cc1c(Cl)c(-c2n[nH]c(=S)n2CC(C)C)nn1C
→ -6	2	28	5	5	-0.5	-2	1
CCOC(=O)C1=C(C)NC(=O)NC1C (centres undefined)
→ -5	3	-1	2	-3	-0.8	3	1
COc1ccc(NC(=O)c2sc3nc(N4CCOCC4)c4c(c3c2N)CC(C)(C)OC4)c(OC)c1
→ 0	15	-8	13	-5	2.5	7	2
Cc1ccc(N2CCN(S(=O)(=O)c3ccc(F)cc3)CC2)c(C)c1
→ 2	5	5	25	0	-0.3	-3	2
CN(C(=O)c1ccncc1)c1nnc(-c2ccccn2)s1
→ -5	-29	-3	2	-3	1.3	1	2
O=C(CCN1CCN(CCO)CC1)Nc1ccc(C2CCCC2)cc1
→ 3	-2	-4	2	1	0.2	-4	-1
N#Cc1ccc(CSc2ccccn2)c(Cl)c1
→ 12	-23	-5	14	-3	0.1	-4	-1
CCN(CC)S(=O)(=O)c1cccc(C(=O)Nc2ccc3c(c2)OCO3)c1
→ 6	0	-7	-4	-3	2.1	9	-1
CCCCn1c(/N=C/c2ccc(N(C)C)cc2)nc2ccccc21
→ 3	-8	-5	3	-1	1.0	-12	2
Cn1c(C2=C(O)CN(c3ccc4c(c3)OCCO4)C2=N)nc2ccccc21
→ -5	-5	-7	-5	-3	-2.5	-1	-2
COc1ccccc1N1CCN(C2CCCN(C(=O)c3ccoc3)C2)CC1 (centres undefined)
→ 1	.	-2	-1	-6	-1.0	-2	-2
COCCNC(=O)c1cc2nc3c(c(C(F)(F)F)n2n1)CCc1ccccc1-3
→ 1	-6	-8	-1	-7	2.2	-5	-2
Cc1csc(-c2cccnc2)n1
→ -12	99*	-9	-4	-3	-0.3	1	3
O=C(CNC(=O)c1ccc2c(c1)OCO2)N/N=C/c1cccc([N+](=O)[O-])c1
→ -6	-5	0	-14	4	-0.5	-10	0
CCCCN(C(=O)c1ccc(-c2ccc(Cl)cc2)o1)c1c(N)n(CC(C)C)c(=O)[nH]c1=O
→ -1	-2	-7	20	3	1.0	2	-1
COC(=O)C(CCSC)NC(=O)CNC(=O)C1CCCCC1 (centres undefined)
→ -6	9	0	-14	0	0.2	-6	1
CNC(=S)N(Cc1ccco1)Cc1cc2cc(OC)ccc2[nH]c1=O
→ 0	8	-9	6	-1	-1.0	-12	1
COC(=O)c1ccc(Oc2nc(C)cc(Oc3ccccc3)n2)cc1
→ 11	0	0	9	-1	0.2	2	-2
CCOC(=O)C1CCN(C(C(=O)NC2CCCCC2)c2ccc(OC)cc2)CC1 (centres undefined)
→ -2	0	-4	7	-3	0.0	3	1
COc1ccc(N(CC(=O)Nc2cccnc2)S(=O)(=O)c2ccccc2)cc1OC
→ -4	2	-1	21	1	-0.1	-10	-3
COC(=O)C1=C(N)OC2=C(C(=O)CCC2)C1c1cccnc1 (centres undefined)
→ -6	4	-3	4	-8	-0.7	8	0
CCOC(=O)C1=c2s/c(=C\c3cccnc3)c(=O)n2C(N)=C(C(=O)OC)C1c1cccnc1 (centres undefined)
→ 8	-11	-1	6	0	4.8	20	-1
CCOC(=O)c1sc(=S)n(-c2ccccc2)c1N(C(C)=O)C(C)=O
→ 6	0	-5	1	4	4.5	5	-1
CCc1cc(C)cc(OCCNC(=O)c2cncc(Br)c2)c1
→ -20	-6	-3	-2	-2	4.9	20	1
CC1(C)OC(=O)C(=CNc2ccccc2F)C(=O)O1
→ 5	6	-2	-14	-2	0.5	-12	0
C=CCSc1n[nH]c(-c2ccc(OCCCC)cc2)n1
→ -3	-11	-5	-1	4	11	11	-9
CC(C)n1nnnc1SCC(=O)Nc1ccccc1N1CCOCC1
→ -11	-29	-3	11	-1	1.1	-1	0
Cc1nc2ccccc2c2oc(C(=O)N3CCN(C4CCCCC4)CC3)cc12
→ -8	55	-14	7	-2	1.1	87*	0
COc1ccccc1N1CCN(C(=O)CCSCc2ccccc2F)CC1
→ 6	6	-2	6	-2	-1.7	-11	2
C1=C(c2ccccc2)Nc2nnnn2C1c1cccs1 (centres undefined)
→ 7	0	-7	7	-4	-0.7	-7	-2
CC(=O)c1c(C)[nH]c(C(=O)/C(C#N)=C/c2cccc(C)c2)c1C
→ 1	-6	-8	12	-5	-0.2	-6	0
CC1C(=O)Nc2ccccc2N1C(=O)c1ccc(F)cc1F (centres undefined)
→ -6	4	-3	5	-1	-1.4	3	0
COc1cccc(C2=NN(C(=O)c3ccccc3)C(O)(C(F)(F)F)C2)c1 (centres undefined)
→ -1	-2	-4	13	-3	12	-1	-5
Cc1c(O)c(CN(C)C)cc2c1oc(=O)c1ccccc12
→ -6	-4	-5	6	0	1.8	6	-3
C#CCOCCOCCOCCNc1nc(N2CCN(C(=O)[C@H]([C@@H](C)O)n3cc(CCCCN)nn3)CC2)nc(N2CCN(C(=O)[C@H](C)n3cc(CCC(=O)O)nn3)CC2)n1
→ 1	-17	.	3	.	-0.8	7	2
COc1ccc(NC(=O)COC(=O)Cn2c(C)nc3ccccc32)cc1OC
→ -9	5	-6	-1	-4	0.4	-7	-2
CCOC(=O)c1ccc(CNC(=O)CCC(=O)O)cc1
→ -6	18	-5	12	-4	-1.5	-7	-6
COc1ccc(N/C(=C2\CCCC2=O)C2CCCCC2)cc1
→ 13	2	4	8	-1	0.5	-2	1
Cn1nccc1NC(=O)Nc1cccc([N+](=O)[O-])c1
→ 1	3	-8	21	-4	15	-5	0
CCC(C)NC(=O)CN1C(=O)c2cccc3cccc1c23 (centres undefined)
→ -3	7	-5	7	-5	-1.8	-6	-2
COc1c(C=O)c(CCN(C)C(=O)c2ccc(F)cc2)cc2c1OCO2
→ 4	-1	-4	9	-4	2.2	-2	2

The listing continues:
Each structure is followed by: CXCR6 inh	Gli-Sufu antag	A3G deaminase	CCR6 antagonist	APOBEC3A inh	MPTP block	EBI2 block	GRIN3A LBD mod
Cc1ccc2c(c1)C1NC(=S)NC(C)(O2)C1C(=O)Nc1ccc(Cl)cc1 (centres undefined)
→ 9	7	-6	17	-2	-1.0	7	-8
Cc1cc(C)n(-c2nc3c(c(=O)[nH]c(=O)n3C)n2CC(O)c2ccccc2)n1 (centres undefined)
→ 4	1	0	-1	1	1.4	-19	-6
Cc1ccc(S(=O)(=O)N/N=C/c2cn(C)nc2C)cc1
→ 3	-6	-3	-4	1	1.4	-14	-14
CCCCC(=O)OCc1c(-c2cccc(OC)c2)ncc2ccccc12
→ 6	2	-3	24	1	-0.5	-3	8
CCc1cccc(NC(=O)c2cnn(-c3ccccc3)c2C)c1
→ -2	-68	-2	20	-1	0.3	6	2
CC(=O)Oc1ccc(C2(C)CC(C)(C)Oc3cc(OC(C)=O)ccc32)c(OC(C)=O)c1 (centres undefined)
→ -14	-4	-4	-8	4	0.9	6	3
CC(=O)Nc1ccc2nc(CN3CCC(CO)(CCc4ccccc4)CC3)ccc2c1
→ 1	9	-2	8	0	0.0	-5	2
O=C(c1ccc(F)cc1)N(Cc1cccs1)C1CCS(=O)(=O)C1 (centres undefined)
→ -4	-5	-5	3	-3	-1.5	-11	3
O=C(O)CSCC(=O)Nc1cc(C(F)(F)F)ccc1Cl
→ -2	-5	1	-2	1	-0.3	3	.
Cc1c(Cl)ccc(S(=O)(=O)NCCN2CCOCC2)c1Cl
→ 3	3	1	9	3	1.0	-3	-1
Cc1ccc(NC(=O)c2ccc(S(=O)(=O)N3CCCC3)cc2)cc1
→ 7	-5	-9	18	-2	-0.4	28	16*
Cc1ccc(S(=O)(=O)N2CCN(c3cnn(-c4ccccc4)c(=O)c3Cl)CC2)cc1
→ -9	-8	3	-10	5	0.2	4	1
O=C(Nc1cccc(Cl)c1)N1CCc2ccccc2C1
→ -5	-82	-7	16	-7	2.3	1	-1
Cc1ccc(C(=O)Cn2cnc3ccccc3c2=O)cc1C
→ 11	1	2	2	3	0.6	3	-2
c1ccc(CNc2nc(NCc3ccco3)nc(N3CCOCC3)n2)cc1
→ -2	15	-6	6	2	-0.5	-4	0
CCN(CC)S(=O)(=O)c1ccc(NC(=O)CCNC(=O)c2ccccc2)cc1
→ 1	41	.	0	.	0.1	10	-1
Cc1cc(C)nc(NS(=O)(=O)c2ccc(NC(=O)c3ccco3)cc2)n1
→ 1	-4	-4	1	0	-0.4	-8	0
COCCN1Cc2cccc(C(=O)Nc3cccc(OC)c3)c2C1=O
→ -1	2	7	8	6	-1.3	-4	19*
Cc1cccc2[nH]c(CN(C)Cc3nc(CC4CC4)no3)nc12
→ -3	2	-2	2	4	0.1	-8	0
O=C(CCN1C(=O)c2ccc([N+](=O)[O-])cc2C1=O)Nc1cccc(O)c1
→ -10	3	1	4	1	0.0	-26	-5
COc1ccc(-c2cc(C(=O)NCc3ccccc3)no2)cc1OC
→ -3	-7	-1	-17	2	-0.7	7	2
O=C(O)c1ccc(N=C2c3ccccc3-c3ccccc32)cc1
→ 2	-11	.	5	.	-1.1	5	2
CCOC(=O)c1sc(NC(=O)CCN2CCC(C)CC2)c(C(=O)OCC)c1C
→ -2	29	-9	2	1	0.3	4	0
